SIRT5 block: sirtuin-5 (human) deacylase inhibition. inhibition, % at 15 µM. Purified SirT5, succinyl-peptide AMC, trypsin-coupled fluorescence. Q9NXA8. actives 1.1% (n = 330,000); in the data active = inhibition above about 15%
Target sequence (Q9NXA8 whole entry, looked up): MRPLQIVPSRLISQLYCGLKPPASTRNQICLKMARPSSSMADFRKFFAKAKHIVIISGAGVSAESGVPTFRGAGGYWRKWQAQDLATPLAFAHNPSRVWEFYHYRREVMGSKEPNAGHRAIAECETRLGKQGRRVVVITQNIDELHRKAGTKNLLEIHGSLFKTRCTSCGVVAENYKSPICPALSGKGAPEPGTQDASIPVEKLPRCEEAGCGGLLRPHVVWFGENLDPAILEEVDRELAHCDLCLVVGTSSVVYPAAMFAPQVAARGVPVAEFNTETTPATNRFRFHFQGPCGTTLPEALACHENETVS
miR-122 sensor: inhibitors of miR-122 in Huh7 cells; Huh7 miR-122 Renilla luciferase sensor, 48 h; neutral wells = 0, positive control = 100; actives 0.3% (n = 340,000); activation (reporter increase), % at 12.5 µM;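 active = mean replicate activation score at least 90 and every replicate individually at or above 90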;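 also: higher luciferase means less miR-122 activity so hits act as miR-122 inhibitors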
ARNT TACC3 PPI: disrupts binding between human ARNT and TACC3; AlphaScreen His-ARNT PAS-B/GST-TACC3 binding, luminescence; TACC3 fragment carries E629A point mutation; actives 0.66% (n = 390,000); Q9Y6A5; AID 623870; inhibition, % at 9.99 µM;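 active = mean inhibition of replicates at least 50% and at least half of replicates each reaching 50%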;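 also: 0% = complete ARNT plus TACC3 wells and 100% = ARNT alone without TACC3; many hits fall short of the cut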
ERp5 inh: ERp5 (human) disulfide isomerase inhibition; actives 0.05% (n = 350,000); ERp5 insulin aggregation, absorbance 650 nm, 90 min; inhibition, % at 9.99 µM; Q15084; AID 651711;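 active = mean replicate inhibition above about 25%, with every replicate also reaching it, limit read from the data, passing the limit was not always enough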
Target sequence (Q15084 whole entry, looked up): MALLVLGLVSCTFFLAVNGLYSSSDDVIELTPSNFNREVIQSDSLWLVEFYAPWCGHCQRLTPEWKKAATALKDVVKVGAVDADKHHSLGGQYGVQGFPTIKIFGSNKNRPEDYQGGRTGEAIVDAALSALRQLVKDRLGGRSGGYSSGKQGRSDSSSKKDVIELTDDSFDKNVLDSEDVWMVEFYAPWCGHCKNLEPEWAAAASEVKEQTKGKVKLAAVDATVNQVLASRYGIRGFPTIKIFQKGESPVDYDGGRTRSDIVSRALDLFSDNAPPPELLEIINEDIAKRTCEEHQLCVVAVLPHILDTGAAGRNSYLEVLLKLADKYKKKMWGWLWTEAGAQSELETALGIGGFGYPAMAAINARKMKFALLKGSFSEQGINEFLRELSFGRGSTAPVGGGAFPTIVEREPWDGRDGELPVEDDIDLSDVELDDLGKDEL
esBAF inh: inhibitors of esBAF chromatin remodeling in mouse ES cells | actives 2% (n = 350,000) | reporter increase, % at 12.5 µM | Bmi1-luciferase knock-in reporter, 24 h; 100% = twice the neutral-well signal; in the data active = activation above about 40%;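 also: 0% = median of the plate's neutral control wells and 100% = double that signal; a rise in the Bmi1 reporter signal indicates esBAF inhibition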
C2C12 statin: suppressors of simvastatin-induced myotoxicity in C2C12 myotubes; ATP luminescence, 48 h; scaled: DMSO 0, geranylgeraniol control 100; rescue of ATP level, % at 7.49 µM; actives 0.78% (n = 330,000);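 active = mean ATP rescue above about 67%, or every replicate alone reaching that limit, limit read from the data, passing the limit was not always enough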;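 also: myotubes were challenged with 10 µM simvastatin during compound exposure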
Cneo AK release: causes C. neoformans cell lysis; adenylate kinase release luminescence, 4 h; normalised: neutral wells 0, clomiphene wells 100; lysis activity, % at 15 µM; actives 0.2% (n = 360,000); AID 651654;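 active = mean lysis activity across replicates of at least 80%, whatever share of replicates individually reach that level; inactive = mean lysis activity below 80%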
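Assay system: log-phase C. neoformans yeast / Quantity: yeast cell density of 5 × 10^6 cells/mL / Medium: fresh YPD growth medium / Compound: single dose / Timing: static 4 h at 37 °C with compound, 1 h detection / Measured by: adenylate kinase release luminescence / Read-out: lysis from increased AK signal / Benchmarks: Clomiphene as positive lysis control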
* hit, by the source's call; nt = not tested or not shown; [ ] = dose if it differs, or a comment.

SMILES | SIRT5 block | miR-122 sensor | ARNT TACC3 PPI | ERp5 inh | esBAF inh | C2C12 statin | Cneo AK release
CCOC(=O)CNC(=O)c1cccnc1 | nt | -7 | 11 | nt | -10 | 9 | -1
CO[C@H]1CN(C)C(=O)c2ccc(NC(=O)C3CCOCC3)cc2OC[C@@H](C)N(CC2CC2)C[C@H]1C | 0 | nt | nt | 1 | 1 | 2 | -4
O=S(=O)(N[C@H]1CC[C@H](CCn2cc(-c3ccccc3F)nn2)O[C@H]1CO)c1ccc(F)cc1 | 7 | nt | -30 | 1 | 0 | 5 | 2
CCCCN(C(=O)CCN1C(=O)C2CC=CCC2C1=O)c1c(N)n(CCCC)c(=O)[nH]c1=O (stereo not drawn) | -2 | -9 | -10 | 0 | -7 | -3 | 0
O=C(NCC(=O)N1CCN(Cc2ccccc2)CC1)c1ccc(Br)cc1 | 0 | -1 | -1 | -14 | 4 | 1 | 5
O=C(NC1=NCCS1)C1Cc2ccccc2CN1C(=O)c1ccccc1 (stereo not drawn) | nt | 2 | 10 | nt | nt | nt | 0
O=P(OCC1CC1)(c1ccccc1)c1ccccc1 | -5 | -7 | -6 | 0 | nt | nt | 1
O=C(c1cccc(Cl)c1)N1CCN(C2CCCCCC2)CC1 | nt | -2 | -2 | nt | 5 | -8 | -4
CCN(c1cccc(C)c1)S(=O)(=O)c1cc2c3c(c1)CCC(=O)N3CCC2 | -1 | 0 | -3 | 1 | 1 | 5 | -1
COc1cccc(CN(CC(=O)NCc2ccccc2)C(=O)c2csnn2)c1 | 3 | -2 | -6 | 0 | 5 | 22 | -1
Cn1nnnc1SCCNC(=O)C1CCC(=O)N(Cc2cccc(C(F)(F)F)c2)C1 (stereo not drawn) | 0 | 1 | nt | -1 | -3 | 16 | 1
Cc1cccc(NC(=O)c2cc(S(=O)(=O)c3ccccc3)ccc2Cl)c1 | nt | nt | 2 | nt | 6 | 40 | -3
CCOc1ccccc1C1CC(=O)NC(SCC(=O)Nc2nccs2)=C1C#N (stereo not drawn) | nt | -4 | -5 | nt | -3 | -21 | 0
COc1ccc(N(CC(=O)NCCc2ccccc2)C(=O)CCC(=O)Nc2nccs2)cc1 | -1 | 21 | -4 | 1 | -5 | 10 | 0
O=C(CCC(=O)Nc1ccc(Br)cc1)N/N=C/c1ccc(O)cc1 | -2 | 0 | -1 | 0 | 1 | -10 | -1

Reformatted: 2 of the compounds above
smiles,SIRT5 block,miR-122 sensor,ARNT TACC3 PPI,ERp5 inh,esBAF inh,C2C12 statin,Cneo AK release
O=C(NC1=NCCS1)C1Cc2ccccc2CN1C(=O)c1ccccc1 (stereo not drawn),nt,2,10,nt,nt,nt,0
O=P(OCC1CC1)(c1ccccc1)c1ccccc1,-5,-7,-6,0,nt,nt,1

Record cards, as listed above. Screens in order: SIRT5 block	miR-122 sensor	ARNT TACC3 PPI	ERp5 inh	esBAF inh	C2C12 statin	Cneo AK release
`COc1ccc(N(CC(=O)NCCc2ccccc2)C(=O)CCC(=O)Nc2nccs2)cc1` reads -1	21	-4	1	-5	10	0
`CCOC(=O)CNC(=O)c1cccnc1` reads nt	-7	11	nt	-10	9	-1
`Cn1nnnc1SCCNC(=O)C1CCC(=O)N(Cc2cccc(C(F)(F)F)c2)C1` (stereo not drawn) reads 0	1	nt	-1	-3	16	1
`O=C(NCC(=O)N1CCN(Cc2ccccc2)CC1)c1ccc(Br)cc1` reads 0	-1	-1	-14	4	1	5
`O=C(CCC(=O)Nc1ccc(Br)cc1)N/N=C/c1ccc(O)cc1` reads -2	0	-1	0	1	-10	-1

Back to the main list with the two entries that preceded the break.
SMILES | SIRT5 block | miR-122 sensor | ARNT TACC3 PPI | ERp5 inh | esBAF inh | C2C12 statin | Cneo AK release
COc1ccc(N(CC(=O)NCCc2ccccc2)C(=O)CCC(=O)Nc2nccs2)cc1 | -1 | 21 | -4 | 1 | -5 | 10 | 0
O=C(CCC(=O)Nc1ccc(Br)cc1)N/N=C/c1ccc(O)cc1 | -2 | 0 | -1 | 0 | 1 | -10 | -1
CCOC(=O)C1CCCN(C(=O)c2sc3nc(-c4ccc(OC)cc4)cn3c2C)C1 (stereo not drawn) | 7 | 3 | 0 | 2 | 9 | 3 | -4
Cc1ccc(-c2nnc(SCC(=O)Nc3ccc4c(c3)OCCO4)n2N)cc1 | nt | -3 | -7 | nt | 7 | 1 | 12
C[C@@H]1CN([C@H](C)CO)C(=O)c2cc(NC(=O)c3ccncc3)ccc2O[C@@H]1CN(C)S(=O)(=O)c1ccc(F)cc1 | -2 | 51[16.7 µM] | -2 | 1 | -3 | -5 | -2
CCC(=O)N1CCC1(C)C(=O)Nc1cccc(OC)c1OC (stereo not drawn) | nt | -4 | nt | -2 | -5 | 11 | 0
O=C(NCC[C@@H]1CC[C@@H](NC(=O)C2CCCCC2)[C@H](CO)O1)c1cc(Cl)cc(Cl)c1 | -3 | nt | nt | 2 | 4 | -7 | -6
CC(OC(=O)C1CC=CCC1C(N)=O)C(Cl)=C(Cl)Cl (stereo not drawn) | nt | -4 | 14 | nt | -3 | -5 | -1
COc1ccc(NC(=O)Cn2c3ccccc3c3nc4n(c(=O)c32)CCS4)cc1 | -4 | nt | -1 | 4 | nt | nt | nt
C[C@@H]1CN([C@H](C)CO)S(=O)(=O)c2ccc(-c3ccc(C#N)cc3)cc2O[C@H]1CN(C)C | -9 | 20[16.7 µM] | 2 | -4 | -3 | -12 | -21
COc1ccc(NC(=O)N(C)C[C@@H]2Oc3ccc(NC(=O)Cc4ccccc4)cc3C(=O)N([C@H](C)CO)C[C@@H]2C)cc1 | 0 | -5[16.7 µM] | -4 | -4 | 0 | 1 | 7
CCn1c(=N)n(CC(O)c2ccccc2)c2ccccc21 (stereo not drawn) | nt | 2 | -15 | nt | -1 | -4 | 0
CN1C(=O)c2cc(NC(=O)C3CCOCC3)ccc2OC[C@@H]2O[C@H](CC(=O)O)CC[C@H]21 | -4 | -2[16.7 µM] | -4 | -8 | 5 | 5 | 0
O=C(NC1CCSC1)c1cccc(Cl)c1 (stereo not drawn) | -8 | 3 | -5 | 2 | nt | nt | 2
C[C@@H]1CN([C@H](C)CO)C(=O)c2cc(NS(=O)(=O)c3cccs3)ccc2O[C@@H](C)CCCCO[C@@H]1CN(C)CC1CC1 | nt | 3[16.7 µM] | -2 | nt | 2 | nt | -13
COc1ccc(CN2C(=O)C(CC(=O)NCCN3CCOCC3)CC(C(=O)N(C(C)C)C(C)C)=C2C)cc1 (stereo not drawn) | 1 | -4 | nt | 3 | 5 | 6 | -1
CC(C)Cc1nnc(NC(=O)c2cc(S(=O)(=O)N(C)C)ccc2N2CCCC2)s1 | 2 | 0 | 2 | 1 | nt | nt | -1
Cc1cc(Nc2ccc3ccccc3c2)n2ncnc2n1 | nt | -1 | -3 | nt | 4 | 11 | -1
Cc1ccc(-c2cc(-c3ccccc3Cl)[nH]n2)c(O)c1 | nt | 12 | 4 | nt | 52* | -34 | -5
[O-]c1c[n+](-c2ccccc2)no1 | 0 | nt | 0 | 0 | nt | nt | nt
Cc1noc(C)c1NC(=O)N(C)C[C@@H]1OCCCC[C@@H](C)Oc2ccc(NS(=O)(=O)c3ccccc3)cc2C(=O)N([C@H](C)CO)C[C@H]1C | -1 | -9[16.7 µM] | 3 | 0 | 0 | nt | 1
Cc1cc(C)c(C(=O)Nc2ccc(S(=O)(=O)Nc3onc(C)c3C)cc2)c(C)c1 | nt | -1 | -1 | 0 | 5 | 5 | 4
O=C(CSc1ccc2nnc(CCNC(=O)c3ccccc3)n2n1)Nc1ccc(F)cc1F | 0 | nt | -2 | 0 | nt | nt | -4
O=C(CN(CCO)c1ccccc1)NC12CC3CC(CC(C3)C1)C2 | nt | -1 | nt | nt | 7 | -38 | 3
N#Cc1c(C(F)(F)F)cc(-c2ccccc2)nc1SCc1nc(N)nc(N2CCOCC2)n1 | -2 | -1 | nt | -5 | nt | nt | 0
Cc1ccccc1-c1ccc([C@H]2[C@@H](CO)N3CCCCN(S(=O)(=O)c4cn(C)cn4)C[C@H]23)cc1 | -4 | -6[16.7 µM] | 6 | -3 | nt | nt | 1
Cc1ccccc1NC(=O)CSc1nnc(Cc2cccn2C)n1-c1ccc(F)cc1 | nt | -5 | -2 | -8 | -8 | 4 | -1
O=C(Nc1ccncc1)c1c(Cl)cccc1Cl | 7 | 0 | -2 | 6 | -13 | 7 | 4
S=C(NCC(c1ccco1)N1CCCC1)Nc1ccccc1 (stereo not drawn) | -3 | nt | 3 | 1 | nt | nt | nt
C=CCN(c1ccc(C(=O)Nc2ccc(C)c(C)c2)cc1)S(C)(=O)=O | -2 | nt | -7 | -2 | nt | nt | nt
COc1ccc(S(=O)(=O)N[C@@H]2CC[C@@H](CC(=O)NCc3ccccc3F)O[C@H]2CO)cc1 | 13 | nt | -6 | 3 | 2 | 4 | 7
C[C@@H]1CN([C@@H](C)CO)S(=O)(=O)c2ccc(-c3cncnc3)cc2O[C@@H]1CN(C)C(=O)C1CCC1 | 5 | -3[16.7 µM] | 2 | -3 | -2 | -1 | 3
O=C(NC1CCN(Cc2ccccc2)CC1)c1ccccc1Cl | -8 | -4 | 16 | 6 | -1 | 11 | -4
COc1ccccc1C(=O)NC(C)C(c1cccs1)N1CCOCC1 (stereo not drawn) | -12 | 6 | -8 | -2 | 0 | -12 | 1
N=C(N)Cc1ccccc1Sc1ccccc1 | nt | -6 | -3 | nt | nt | nt | 0
Cc1noc(C)c1NC(=O)Nc1ccc2c(c1)C(=O)N([C@H](C)CO)C[C@H](C)[C@H](CN(C)Cc1ccc(C(=O)O)cc1)OCCCC[C@@H](C)O2 | nt | 2[16.7 µM] | -3 | nt | 3 | -3 | 0
O=C(NCc1ccco1)c1ccc(NC(=O)C2COc3ccccc3O2)cc1 (stereo not drawn) | nt | -3 | -1 | nt | 2 | -16 | 2
C=C1C(=O)[C@]23C[C@H]1CC[C@H]2[C@]1(C)[C@@H](OC(C)=O)CC[C@@](C)(C(=O)O)[C@H]1C[C@@H]3O | 0 | 7 | nt | 4 | -34 | 15 | 1
Cc1cccc(C(=O)NC2=NCCS2)c1 | 3 | nt | 2 | 2 | nt | nt | nt
Cc1ccc(-n2c(SCC(=O)NCc3ccco3)nc3nc4c(cc3c2=O)COC(C)(C)C4)cc1 | nt | -4 | -38 | nt | -3 | 27 | -3
Cc1cc2c(cc1S(=O)(=O)Nc1cccc(F)c1)n(C)c(=O)c(=O)n2C | nt | 2 | nt | -7 | 1 | -15 | 6
CCn1c(C)csc1=NC(=O)c1ccccc1 | nt | 0 | 15 | nt | 1 | -4 | 16
COC(=O)C(Cc1ccc(O)cc1)NC(=O)Cn1cc(C)c(=O)[nH]c1=O (stereo not drawn) | 2 | 3 | nt | -3 | -5 | 4 | -4
COCCCn1c2nc3ccccc3nc2c2c(=O)n(-c3ccccc3OC)cnc21 | nt | -3 | 17 | nt | -1 | -17 | 3
CC1CCCCC1NC(=O)c1ccc(S(=O)(=O)NNC(=O)c2ccncc2)cc1 (stereo not drawn) | -5 | 5 | -4 | -1 | -1 | 14 | 0
COc1cc(C(=O)Nc2cccc(-c3nncn3C)c2)cc(OC)c1OC | nt | -10 | 1 | nt | -2 | -13 | 0
CO[C@H]1CN(C)C(=O)c2cc(NC(=O)c3cnccn3)ccc2OC[C@H](C)NC[C@H]1C | -2 | 9[16.7 µM] | -7 | -11 | 1 | -3 | -1
CCCN1C2CCCC1CC(NC(=O)c1ccccc1Br)C2 (stereo not drawn) | -2 | nt | 18 | -1 | 1 | -9 | -1

Screening results from PubChem.
